FadD28 binding: blocks FadD28 binding to the bisubstrate probe. fluorescence polarization. inhibition, % at 12.5 µM. actives 0.22% (n = 360,000). AID 588549; in the data active means inhibition above about 8.5%, passing the limit was not always enough; inconclusive means no clear call, values can overlap the other calls
CCHF vOTU inh: CCHFV vOTU protease inhibition | Pep-AMC fluorescence | inhibition, % at 11.5 µM | actives 0.55% (n = 370,000) | AID 651958; further: 0% = vehicle wells with enzyme and 100% = no enzyme wells
PrPC surface inh: reduces human prion protein on the cell surface; P04156; cell surface PrPC, TR-FRET read-out; inhibition, % at 13.8 µM; actives 0.43% (n = 370,000); AID 720596; in the data active means inhibition above about 24%; further: 0% = median of the test wells and 100% = reference compound wells
BoNT-F LC inh: BoNT F light chain protease inhibition; Multiplex microsphere protease cleavage assay, flow cytometry; inhibition, % at 10 µM; actives 0.22% (n = 360,000); in the data active means inhibition above about 35%, passing the limit was not always enough; inconclusive means no clear call, values can overlap the other calls; further: plate controls were buffer without enzyme for full effect and enzyme alone for no effect
GDH-TPI inh: GDH-TPI coupled enzyme inhibition counter-screen; actives 1.2% (n = 360,000); GDH-TPI coupled enzyme counterscreen, NADH absorbance; inhibition, % at 4.8 µM; AID 588335;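 further: 0% = DMSO wells and 100% = wells lacking the enzyme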
FBA Mtb inh: inhibitors of M. tuberculosis fructose-bisphosphate aldolase. P9WQA3. purified M. tuberculosis FBA, fluorescence read-out. inhibition, % at 1 µM. actives 2.3% (n = 360,000). AID 588726; in the data active means inhibition above about 27%;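 further: 0% = vehicle and 100% = reference inhibitor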
Target sequence (P9WQA3 whole entry, looked up): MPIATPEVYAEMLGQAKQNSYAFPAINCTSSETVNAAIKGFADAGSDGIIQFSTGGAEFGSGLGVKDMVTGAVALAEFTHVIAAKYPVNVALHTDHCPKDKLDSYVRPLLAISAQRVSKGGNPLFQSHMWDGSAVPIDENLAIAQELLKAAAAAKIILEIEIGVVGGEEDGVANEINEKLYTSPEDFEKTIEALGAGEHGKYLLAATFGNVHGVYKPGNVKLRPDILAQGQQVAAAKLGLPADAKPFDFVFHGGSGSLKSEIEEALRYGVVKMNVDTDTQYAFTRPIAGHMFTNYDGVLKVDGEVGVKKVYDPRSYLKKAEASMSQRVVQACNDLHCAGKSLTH
BioA inh: BioA (M. tuberculosis) enzyme inhibition | purified M. tuberculosis BioA enzyme, plate reader | inhibition, % at 9.99 µM | actives 0.096% (n = 360,000) | AID 602481; in the data active means inhibition above about 40%; inconclusive means no clear call, values can overlap the other calls
BoNT-A LC inh2: inhibitors of Botulinum neurotoxin A light chain protease. inhibition, % at 10 µM. AID 588499. actives 0.17% (n = 360,000). multiplex microsphere protease substrate cleavage, flow cytometry; in the data active means inhibition above about 30%; inconclusive means no clear call, values can overlap the other calls; further: plate controls were buffer without enzyme for full effect and enzyme alone for no effect
UGM FP inh: Mtb UDP-galactopyranose mutase inhibition; actives 0.06% (n = 320,000); inhibition, % at 10 µM; purified UGM, fluorescence polarization probe displacement; P9WIQ1; AID 504406; in the data active means inhibition above about 10%, passing the limit was not always enough; inconclusive means no clear call, values can overlap the other calls
Target sequence (P9WIQ1 whole entry, looked up): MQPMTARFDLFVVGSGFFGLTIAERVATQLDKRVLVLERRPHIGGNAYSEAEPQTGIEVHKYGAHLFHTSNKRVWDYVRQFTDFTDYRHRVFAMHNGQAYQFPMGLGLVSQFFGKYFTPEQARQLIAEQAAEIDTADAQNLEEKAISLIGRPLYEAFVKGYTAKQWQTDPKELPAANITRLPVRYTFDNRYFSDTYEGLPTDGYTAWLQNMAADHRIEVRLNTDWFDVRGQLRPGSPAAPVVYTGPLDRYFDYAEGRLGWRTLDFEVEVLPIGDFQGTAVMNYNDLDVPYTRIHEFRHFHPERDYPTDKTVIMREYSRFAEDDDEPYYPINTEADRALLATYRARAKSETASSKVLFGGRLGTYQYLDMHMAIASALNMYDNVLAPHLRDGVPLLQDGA
The depositor's hits bear a star; ? = inconclusive; . = no result given. Unless noted, no stated cut-off is given here; in the data, active means inhibition above about 30%; inactive means the rest. Rows were taken by chance; any-hit rate near 4.8%.

The first 4 compounds as a preview:
canonical_smiles,FadD28 binding,CCHF vOTU inh,PrPC surface inh,BoNT-F LC inh,GDH-TPI inh,FBA Mtb inh,BioA inh,BoNT-A LC inh2,UGM FP inh
CC(OC(=O)c1cc(S(=O)(=O)N2CCOCC2)ccc1Br)C(=O)N1CCOCC1 (configuration not stated),-0.5,-9.3,-4.8,0.4,3.5,0.6,-0.1,0.3,-3.0
CC(C)(C)OC(=O)N1CCC(c2c(C(=O)NCC3CCN(C4CCCC4)C3)cnn2-c2cccc(Cl)c2)CC1 (configuration not stated),-5.7,21.5,-0.4,-3.4,-9.8,-6.6,-1.2,1.4,0.0
COC(=O)[C@]1(C)N[C@H](c2ccc(-c3ccc(OC)cc3)cc2)[C@@H]2C(=O)N(C)C(=O)[C@@H]21,-1.4,-0.6,-0.8,4.1,12.9,15.6,-1.0,-0.1,-3.3
CCN1CCN(C(=O)C(NS(=O)(=O)c2ccc3nc(C)sc3c2)C(C)C)CC1 (configuration not stated),0.5,-0.3,-4.7,-7.3,3.4,5.7,-0.9,-0.5,-0.6

All compounds of this part, from the first entry:
canonical_smiles,FadD28 binding,CCHF vOTU inh,PrPC surface inh,BoNT-F LC inh,GDH-TPI inh,FBA Mtb inh,BioA inh,BoNT-A LC inh2,UGM FP inh
CC(OC(=O)c1cc(S(=O)(=O)N2CCOCC2)ccc1Br)C(=O)N1CCOCC1 (configuration not stated),-0.5,-9.3,-4.8,0.4,3.5,0.6,-0.1,0.3,-3.0
CC(C)(C)OC(=O)N1CCC(c2c(C(=O)NCC3CCN(C4CCCC4)C3)cnn2-c2cccc(Cl)c2)CC1 (configuration not stated),-5.7,21.5,-0.4,-3.4,-9.8,-6.6,-1.2,1.4,0.0
COC(=O)[C@]1(C)N[C@H](c2ccc(-c3ccc(OC)cc3)cc2)[C@@H]2C(=O)N(C)C(=O)[C@@H]21,-1.4,-0.6,-0.8,4.1,12.9,15.6,-1.0,-0.1,-3.3
CCN1CCN(C(=O)C(NS(=O)(=O)c2ccc3nc(C)sc3c2)C(C)C)CC1 (configuration not stated),0.5,-0.3,-4.7,-7.3,3.4,5.7,-0.9,-0.5,-0.6
O=C(CC(C(=O)O)c1ccc(Cl)cc1Cl)c1ccc(Cl)cc1 (configuration not stated),.,14.8,2.7,?,1.9,-5.1,-0.3,-1.8,0.1
S=C(Nc1ccc2nccnc2c1)N1CCCC1,-1.3,0.4,0.2,-3.2,1.3,0.8,.,-0.7,1.0
COc1cc(/C(C)=N/NC(=O)c2nnn(-c3nonc3N)c2-c2cccs2)ccc1O,-2.0,10.8,-8.0,0.8,27.8,3.1,1.1,2.2,-0.2
CNC(=O)c1ccsc1NC(=O)c1coc2ccccc2c1=O,-3.2,24.6,3.6,-3.1,11.1,-4.2,1.1,0.2,-0.3
Cc1c(OCc2nn[nH]n2)ccc2c(-c3ccccc3)cc(=O)oc12,-14.0,-4.3,-11.8,-12.7,19.3,2.1,10.4,-1.0,1.6
O=C(CCCN1C(=O)/C(=C/c2ccco2)SC1=S)Nc1cccc(C(=O)O)c1,17.9*,10.8,-7.4,3.8,6.2,-1.3,.,-0.3,0.2
O=C(Nc1ccc(Br)cc1)c1cnc[nH]1,-4.7,13.9,1.6,?,-2.5,-2.8,.,-8.5,-1.5
COc1cc(/C=N/n2c(C)nnc2C)cc(OC)c1OC,-3.0,5.0,-2.8,-3.5,10.9,-0.5,-0.2,-0.4,-0.4
COc1ccc2cc(C(=O)C3CCCN(C(=O)c4csnn4)C3)ccc2c1 (configuration not stated),-3.2,-34.2,2.1,-0.1,25.6,95.8*,.,0.7,2.8
Cc1nc(CC(=O)N2CCN(S(=O)(=O)c3ccccc3C#N)CC2)cs1,1.7,12.9,3.5,-0.3,8.8,4.3,2.3,0.3,-0.9
COCCNC(=O)CN(C(=O)CCC(=O)Nc1ccccn1)c1ccccc1F,-2.4,6.9,3.4,2.0,-3.1,-3.0,.,-0.2,0.6
Cc1ccc(Cn2cc(CN3CC(N4CCN(Cc5cccc(C)c5)CC4)CS3(=O)=O)nn2)cc1 (configuration not stated),.,8.9,-4.2,2.3,.,.,.,0.3,.
Cc1nn(-c2ccccn2)c(N)c1N=O,-3.0,8.9,-17.5,?,15.7,-6.8,.,-1.4,-0.8
O=C(Nc1ccc2[nH]ccc2c1)c1cccs1,-3.1,-9.6,-1.6,-0.6,-2.0,-0.2,1.2,-0.2,2.0
Cc1c(C(=O)N(Cc2ccc(Cl)cc2)C2CCS(=O)(=O)C2)oc2ccccc12 (configuration not stated),-1.5,4.3,-9.4,-2.8,-0.4,-0.9,-1.4,-3.2,-1.4
CCCS(=O)(=O)c1nc(S(=O)(=O)c2ccc(Cl)cc2)c(N2CCC(O)CC2)s1,0.4,8.0,3.8,-3.4,10.3,-3.6,.,-0.8,-0.5
Cc1cccc(OCCn2c(CCCO)nc3ccccc32)c1,-2.4,-9.7,-0.6,7.7,-0.3,0.1,.,-0.3,0.5
Cn1c(SCC(=O)Nc2ccccc2Oc2ccccc2)nnc1C1CC1,-4.8,-0.1,-0.8,1.5,4.0,16.9,2.7,-0.6,0.0
COc1ccc(NC(=S)Nc2cccc(Cl)c2)cc1OC,-3.3,8.9,-4.7,-2.4,3.1,2.5,3.2,0.2,1.4
O=C(Nc1ccccc1)C(Cc1ccccc1)c1ccccc1 (configuration not stated),-2.3,7.5,3.7,-3.0,5.6,-3.3,-0.5,-0.5,.
CC(C)(C)NC(=O)CN1C(=O)/C(=C/c2ccccc2)SC1=S,0.6,1.2,-1.8,-3.2,14.2,-0.1,.,-2.7,-4.7
COc1ccc(NC(=O)N2c3ccccc3CC2C)cc1OC (configuration not stated),1.5,3.3,8.6,-0.7,-3.5,3.9,10.5,1.0,-1.3
O=C1CCCCC1C(Nc1ccc(Br)cc1)c1ccccc1 (configuration not stated),3.5,-8.5,16.8,2.1,3.8,0.6,-2.3,0.0,1.3
COc1ccc2[nH]c(C)c(CCNCc3cc(OC)c4c(c3)OCO4)c2c1,-2.2,-7.7,0.9,-21.3,15.2,6.5,-3.9,-0.1,7.2
O=C(C1CCCO1)N1CCN(c2ncccn2)CC1 (configuration not stated),-2.7,-10.2,-2.8,-2.5,7.7,3.3,-0.6,0.1,1.0
CC1(C(=O)Nc2ccc(Cl)cc2)Cc2c(-c3cccc(C(N)=O)c3)ccnc2O1 (configuration not stated),0.1,-1.8,0.4,3.6,3.5,2.5,33.2,-0.2,.
COc1ccc(NC(=O)c2cccc(Oc3ccc([N+](=O)[O-])cc3Cl)c2)cc1,-0.9,-5.5,10.2,-1.0,6.8,0.4,.,-0.2,2.3
Cc1ccc(-n2c(=O)cc(N3CC(C)OC(C)C3)[nH]c2=O)cc1 (configuration not stated),-4.1,-2.8,3.3,4.7,-7.2,-1.4,-1.7,-0.2,0.7
CCOc1ccc(NC(=O)CCCOc2cc(=O)n(C)c3ccccc23)cc1,-3.2,-13.9,-10.5,1.8,1.5,1.7,3.3,-1.4,1.5
COCCn1c(SC(C)C(=O)Nc2ccc3c(c2)OCCO3)nc2ccccc2c1=O (configuration not stated),-2.4,-6.0,-1.0,-2.7,1.5,-1.6,-0.1,1.2,-1.4
CCc1nc2ccc(C(=O)NCCN3CCNC3=O)cn2c1N(C)Cc1ccc(OC)cc1,-1.9,-9.5,-2.2,2.2,-7.3,-0.7,0.8,-0.3,.
CCOc1ccc(C(=O)CCC(=O)NNC(=O)c2ccccc2O)cc1,-2.1,-12.9,-3.9,12.5,7.8,9.8,.,7.0,-1.3
COC(=O)c1cc(OC)c(OC)cc1NC(=O)CCC1CCCC1,-5.3,5.4,-2.6,-0.9,-1.3,3.6,-1.6,-0.1,0.3
CCOC(=O)N1CCC(NC(=O)c2csc3c2CCCC3)CC1,1.0,-2.9,4.7,-4.8,-12.0,1.9,-0.4,-0.6,-0.7
S=c1[nH]nc(-c2ccc3c(c2)OCO3)n1-c1ccccc1,-1.3,-3.5,-3.0,-5.6,6.0,10.1,.,-0.5,0.0
CCN(CC)C(=O)C1CCCc2c1[nH]c1ccc(Cl)cc21 (configuration not stated),-1.0,11.0,26.4*,-5.3,0.9,3.0,0.3,-0.8,-1.5
O=c1[nH]c(-c2ccccn2)nc2ccccc12,-1.7,-5.2,-0.4,-1.1,8.2,0.5,-2.3,-1.2,-3.7
CCc1ccc(CCC(=O)Nc2ccc(C(=O)O)cc2)o1,0.4,6.8,4.0,-7.4,8.6,-0.9,-0.8,0.2,2.1
COc1ccccc1OCC(=O)Nc1ccc(S(=O)(=O)N2CCOCC2)cc1,-0.3,2.1,-3.4,-9.8,5.0,-0.8,-1.5,-4.3,-3.3
Cn1c(Cc2ccccc2)nc(=O)c2ccccc21,-2.7,-5.5,0.0,-1.9,-2.8,-0.8,2.7,0.0,.
COc1ccc(S(=O)(=O)N(C)C)cc1NC(=O)COC(=O)c1n[nH]c2ccccc12,-6.7,0.9,5.2,-1.9,-1.3,-1.2,-0.4,0.5,.
COc1ccccc1CCC(=O)NNC(=O)Cn1nc(C)cc1C,0.2,5.4,5.2,1.4,7.5,2.6,-0.5,0.0,.
N#Cc1c(-c2ccc(Cl)cc2)cc(-c2cccs2)nc1SCC(=O)O,-5.9,-3.2,0.6,?,15.8,6.2,.,-2.0,1.1
C=CCOc1ccc2ccccc2c1CNCCCN1CCOCC1,-3.6,-3.2,-2.3,-2.5,-8.3,-2.9,.,-0.9,0.5
CSCCC(c1nnnn1C1CCCCC1)N1CCC(n2c(=O)[nH]c3ccccc32)CC1 (configuration not stated),-4.2,12.1,8.4,-2.3,.,-1.5,2.6,-0.4,.
Cc1occc1-c1nnc(SCC(=O)NC(C)(C)C)n1C(C)c1ccccc1 (configuration not stated),-1.1,10.5,-4.3,-7.8,1.0,1.8,1.2,0.0,1.5
COc1ccc(NC(=O)CSc2nccn2C)c([N+](=O)[O-])c1,-2.2,1.2,-19.4,-3.2,0.7,-0.5,.,-1.0,-5.3
COc1ccc(CSc2nnc(Cc3sc(-c4ccccc4)nc3-c3ccccc3)o2)cc1,0.9,19.1,2.8,-7.8,0.4,0.5,-1.0,1.4,-2.6
Cc1ccc(S(=O)(=O)N2CCN(C3CC(=O)N(c4ccc(F)cc4)C3=O)CC2)cc1C (configuration not stated),-0.7,-2.9,0.7,-1.4,-3.6,-0.6,-0.4,-0.1,-1.0
O=C(N/N=C/c1ccccc1OC(=O)N1CCOCC1)c1cccs1,-1.4,-5.4,-0.9,0.5,6.4,3.0,.,-0.2,0.5
COc1ccc(CN(C)C(=O)c2ccc(NS(=O)(=O)c3ccc4[nH]c(=O)[nH]c4c3)cc2)c(OC)c1,-6.5,24.6,-1.0,1.4,2.2,1.2,1.3,0.2,0.1
